MazEF act – activators of E. coli MazEF toxin-antitoxin RNase, primary screen, biochemical, fluorescence, uHTS. Endoribonuclease toxin MazF (Escherichia coli (strain K12)), P0AE70. activation, % at 20 µM. actives 0.32% (n = 350,000). FAM/BHQ RNA-DNA oligo cleavage fluorescence, 5 h; in the data active means activation above about 50%
Mtb FBA inh – Mtb FBA enzyme inhibitors, primary screen, biochemical, fluorescence, strain H37Rv | Fructose-bisphosphate aldolase (Mycobacterium tuberculosis (strain ATCC 25618 / H37Rv)), … | purified M. tuberculosis FBA, fluorescence read-out | inhibition, % at 1 µM | actives 2.3% (n = 360,000) | AID 588726, 2011; in the data active means inhibition above about 27%;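 further: 0% = vehicle and 100% = reference inhibitor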
DUSP3 inh – VHR1 phosphatase inhibitors, primary screen, biochemical, absorbance, uHTS. Dual specificity protein phosphatase 3 (Homo sapiens), P51452. recombinant VHR phosphatase, pNPP absorbance. actives 0.52% (n = 290,000). inhibition, % at 13.3 µM. AID 1654, 2009; in the data active means inhibition above about 50%; further: some compounds called inactive have numbers as strong as hits
Target sequence (P51452 whole entry, looked up): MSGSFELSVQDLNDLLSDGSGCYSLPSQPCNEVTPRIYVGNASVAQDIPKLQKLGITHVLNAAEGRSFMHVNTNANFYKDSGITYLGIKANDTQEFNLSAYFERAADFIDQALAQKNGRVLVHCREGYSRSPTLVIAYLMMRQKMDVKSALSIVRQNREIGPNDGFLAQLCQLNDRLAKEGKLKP
BioA inh – M. tuberculosis BioA enzyme inhibitors, primary screen, biochemical, plate reader, single point, HTS | 7,8-diaminopelargonic acid synthase BioA (Mycobacterium tuberculosis) | purified M. tuberculosis BioA enzyme | inhibition, % at 9.99 µM | actives 0.096% (n = 360,000); in the data active means inhibition above about 40%; inconclusive means no clear call, values can overlap the other calls
FadD28 binding – inhibitors of FadD28 bisubstrate probe binding, primary screen, biochemical, fluorescence polarization, single point. inhibition, % at 12.5 µM. actives 0.22% (n = 360,000). Mycobacterium tuberculosis FadD28 fatty-acid-AMP ligase. AID 588549, 2011; in the data active means inhibition above about 8.5%, passing the limit was not always enough; inconclusive means no clear call, values can overlap the other calls
Mtb UGM inh – M. tuberculosis UGM enzyme inhibitors, primary screen, biochemical, fluorescence polarization, single point; purified UGM, fluorescence polarization probe displacement; inhibition, % at 10 µM; actives 0.06% (n = 320,000); AID 504406, 2011; UDP-galactopyranose mutase (Mycobacterium tuberculosis (strain ATCC 25618 / H37Rv)), …; in the data active means inhibition above about 10%, passing the limit was not always enough; inconclusive means no clear call, values can overlap the other calls
Target sequence (P9WIQ1 whole entry, looked up): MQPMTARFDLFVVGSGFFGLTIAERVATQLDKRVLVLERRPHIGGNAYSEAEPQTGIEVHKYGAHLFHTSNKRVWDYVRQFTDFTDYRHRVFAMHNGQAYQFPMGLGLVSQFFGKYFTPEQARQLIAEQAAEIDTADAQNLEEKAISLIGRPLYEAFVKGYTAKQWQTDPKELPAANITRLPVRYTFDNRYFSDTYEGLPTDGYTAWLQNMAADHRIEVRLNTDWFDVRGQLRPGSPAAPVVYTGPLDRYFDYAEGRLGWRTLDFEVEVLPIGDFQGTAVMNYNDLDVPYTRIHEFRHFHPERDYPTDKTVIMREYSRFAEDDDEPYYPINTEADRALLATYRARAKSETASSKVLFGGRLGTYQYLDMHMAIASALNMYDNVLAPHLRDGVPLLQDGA
GDH-TPI inh – GDH-TPI coupling enzyme inhibitors, primary screen, artefact control for M. tuberculosis FBA inhibitor project, biochemical, absorbance, full deck | GDH-TPI coupled enzyme counterscreen, NADH absorbance | inhibition, % at 4.8 µM | actives 1.2% (n = 360,000) | AID 588335, 2011;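 further: 0% = DMSO wells and 100% = wells lacking the enzyme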
BoNT F protease – BoNT/F light chain protease inhibitors, primary screen, biochemical, flow cytometry, MLPCN library; Botulinum neurotoxin type F light chain protease (Clostridium botulinum); Multiplex microsphere protease cleavage assay; inhibition, % at 10 µM; actives 0.22% (n = 360,000); in the data active means inhibition above about 35%, passing the limit was not always enough; inconclusive means no clear call, values can overlap the other calls; further: plate controls were buffer without enzyme for full effect and enzyme alone for no effect
Rv3671c inh – Rv3671c serine protease inhibitors, primary screen, biochemical, fluorescence polarization, M. tuberculosis H37Rv; P9WHR9; inhibition, % at 5.96 µM; actives 0.048% (n = 320,000); AID 2606, 2010; in the data active means inhibition above about 38%;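 further: extracellular domain of Rv3671c used as enzyme; 0% = enzyme with DMSO and 100% = no enzyme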
Target sequence (P9WHR9 whole entry, looked up, the tested form may be a part): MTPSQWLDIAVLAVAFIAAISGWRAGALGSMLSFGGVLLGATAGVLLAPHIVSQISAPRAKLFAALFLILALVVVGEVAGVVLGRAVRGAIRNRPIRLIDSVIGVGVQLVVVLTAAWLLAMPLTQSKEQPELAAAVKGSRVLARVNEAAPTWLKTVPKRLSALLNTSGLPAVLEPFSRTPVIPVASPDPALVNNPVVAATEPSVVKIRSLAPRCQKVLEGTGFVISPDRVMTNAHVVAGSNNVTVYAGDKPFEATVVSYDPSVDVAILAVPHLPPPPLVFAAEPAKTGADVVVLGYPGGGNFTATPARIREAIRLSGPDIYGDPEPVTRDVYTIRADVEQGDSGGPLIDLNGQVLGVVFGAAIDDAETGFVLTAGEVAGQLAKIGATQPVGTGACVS
CCHF vOTU inh – CCHFV vOTU protease inhibitors, primary screen, biochemical, Pep-AMC substrate, fluorescence; Crimean-Congo hemorrhagic fever virus L polyprotein viral ovarian tumor (vOTU) protease …; inhibition, % at 11.5 µM; actives 0.55% (n = 370,000); further: 0% = vehicle wells with enzyme and 100% = no enzyme wells
An asterisk follows results filed as active; ? = inconclusive; · = not tested or not shown; + = active, no number; & = joins results of further samples. Unless noted, no stated cut-off is given here; in the data, active means inhibition above about 30%; inactive means the rest.

SMILES	MazEF act	Mtb FBA inh	DUSP3 inh	BioA inh	FadD28 binding	Mtb UGM inh	GDH-TPI inh	BoNT F protease	Rv3671c inh	CCHF vOTU inh
CCN(CC)CCCNC(=S)N(Cc1ccco1)Cc1cc2cc3c(cc2[nH]c1=O)OCCO3	·	·	-1	·	·	0.7	·	·	5	-12
CN(Cc1ccc(C(F)(F)F)cc1)C(=O)c1ccc2ccccc2n1	3	-4	26	1.5	-4.4	6.2	-3	-19	-1	-15
Cc1ccc(-n2nc(C)cc2NC(=O)COc2cc(C)cc3oc(=O)c4c(c23)CCC4)cc1	45	21	24	0.2	-1.7	0.2	16	3	0	-4
O=C(Nc1ccccc1C(F)(F)F)N1CCN(C(c2ccccc2)c2ccccc2)CC1	-1	2	7	1.4	-3.6	1.7	5	-9	0	8
Cc1sc2nc(SCC(=O)NCc3ccco3)n(C)c(=O)c2c1C	-1	1	8	·	-2.2	2.7	7	-4	6	3
O=C(CCCC(=O)NCc1ccccc1)NCc1ccccc1	6	1	-1	-2.5	0.8	0.7	3	1	-1	2
CCOc1ccc(Oc2ccc(S(=O)(=O)N3CCOCC3)cc2NC(=O)CCNC(C)=O)cc1	1	0	·	·	-1.4	0.8	3	·	-1	-4
O=C1Cc2ccccc2C(=O)N1Nc1ccccc1	-1	3	·	·	-2.1	·	0	-10	·	1
COc1ccc(NC(=O)c2c(SC)nsc2SC)cc1	0	-2	19	1.2	-0.9	-2.6	5	-16	2	9
Nc1nc2c(c(=O)[nH]1)CN(Cc1ccccc1)CC2	4	53*	·	2.6	-1.1	-1.3	20	0	12	-2
COc1ccc(C(=O)OC(C)CN2CCN(C)CC2)cc1OC (stereo not drawn)	5	-3	21	-1.8	-2.6	-0.6	4	6	-1	1
CC[N+](CC)(CC)CC	7	-1	18	0.3	-3.8	-1.8	-3	-2	3	-2
COc1cc([N+](=O)[O-])ccc1NC(=O)NNC(=O)C(C)Oc1ccc(F)cc1F (stereo not drawn)	1	-3	32	1.4	-4.0	0.6	6	-8	-9	-7
Cc1ccc(/C=N/NC(=O)c2nnn(-c3nonc3N)c2CSc2ccccc2)o1	9	1	1	-0.1	-0.6	-0.8	40*	-4	-8	-4
CCN(CC)C(=O)Cn1cc(C(=O)C(=O)NCCc2ccccc2)c2ccccc21	9	3	-10	-0.2	-3.6	1.2	20	-4	1	10
COc1ccc(NC(=O)N2CCCC2C(=O)Nc2ccc(C)cc2)cc1 (stereo not drawn)	1	1	15	·	-1.6	3.4	-6	8	0	21
O=C(NCCN1C(=O)S/C(=C\c2cccnc2)C1=O)c1ccc([N+](=O)[O-])s1	-9	2	·	0.0	-0.9	-3.6	-14	3	-4	-6
Cc1c(/C=N/Nc2ccc([N+](=O)[O-])cn2)c2ccccc2n1Cc1ccccc1	13	6	15	1.1	0.2	3.5	-5	-7	-4	-10
Cc1cc(C)n2c(SCC(=O)Nc3ccccc3C#N)nnc2n1	-1	0	·	0.7	-3.2	-3.3	4	3	-9	7
COc1ccc(CN(C)C[C@@H]2OCc3cnnn3CCCC(=O)N([C@@H](C)CO)C[C@H]2C)cc1	5	0	·	-0.2&0.1	-1.1	·	9	-1	·	1
CCOc1cc(C)c(Cl)cc1S(=O)(=O)n1ccnc1	-9	3	33	3.3	1.3	-0.5	6	1	0	3
c1ccc(-c2nnc(CSc3ccc4c(c3)OCCO4)o2)cc1	5	1	23	1.2	-2.9	2.5	-7	1	3	10
O=C(CCN1C(=O)c2ccncc2C1=O)Nc1ccc2c(c1)OCCO2	3	-1	-1	-0.1	-3.8	0.5	9	-6	6	14
c1ccc(C2=NCCCN2)cc1	3	1	2	-0.8	-2.4	-3.5	-2	-2	-5	-22
O=C(NCc1ccco1)c1ccc(S(=O)(=O)c2cccc(S(=O)(=O)N3CCOCC3)c2)cc1	-11	0	-4	-0.9	-2.6	3.8	7	38*	-2	-3

Rewritten comma-delimited: 4 of the compounds above
structure,MazEF act,Mtb FBA inh,DUSP3 inh,BioA inh,FadD28 binding,Mtb UGM inh,GDH-TPI inh,BoNT F protease,Rv3671c inh,CCHF vOTU inh
COc1ccc(NC(=O)c2c(SC)nsc2SC)cc1,0,-2,19,1.2,-0.9,-2.6,5,-16,2,9
Nc1nc2c(c(=O)[nH]1)CN(Cc1ccccc1)CC2,4,53*,·,2.6,-1.1,-1.3,20,0,12,-2
COc1ccc(C(=O)OC(C)CN2CCN(C)CC2)cc1OC (stereo not drawn),5,-3,21,-1.8,-2.6,-0.6,4,6,-1,1
CC[N+](CC)(CC)CC,7,-1,18,0.3,-3.8,-1.8,-3,-2,3,-2

Carrying on.
SMILES	MazEF act	Mtb FBA inh	DUSP3 inh	BioA inh	FadD28 binding	Mtb UGM inh	GDH-TPI inh	BoNT F protease	Rv3671c inh	CCHF vOTU inh
Cc1ccccc1CNC(=O)c1ccc2sc([C@H]3C[C@H](O)[C@@H](CO)O3)nc2c1	·	-3	·	-1.2	-2.8	·	0	-2	·	-11
Cc1ccnc2nc(C(=O)OCCOc3ccc(F)cc3)nn12	2	0	10	2.1	-3.6	0.6	-3	-9	0	-2
Cn1nc(C(C)(C)C)cc1C(=O)NCc1ccc2c(c1)OCO2	3	6	-4	1.2	-0.2	5.2	-4	1	-5	-15
Cc1cccc(NC(=O)c2cc(N3C(=O)CCC3=O)ccc2Cl)n1	0	3	29	·	0.5	-1.7	0	0	-2	-8
Cc1c(NC(=O)c2nn(C)c(=O)c3ccccc23)c(=O)n(-c2ccccc2)n1C	-5	0	·	1.8	-2.2	-1.3	-1	4	-1	-11
C#CCOCCOCCOCCNc1nc(N2CCN(C(=O)[C@H](Cc3cc4ccccc4[nH]3)n3cc([C@@H](N)CC(C)C)nn3)CC2)nc(N2CCN(C(=O)[C@H](Cc3cc4ccccc4[nH]3)n3cc([C@@H](N)CC(C)C)nn3)CC2)n1	-41	0	14	-1.4	-10	-1.0	1	-53	3	·
CCCn1c(=O)c(-c2nc3ccccc3[nH]2)c(O)c2ccccc21	-9	14	24	·	-1.0	-0.2	19	-3	3	-10
NC(=O)c1ccc(F)cc1	4	-2	·	-1.0	-4.2	1.7	-4	-6	-7	-16
COc1ccc(NC(=O)NC23CC4CC(CC(C4)C2)C3)cc1OC	6	2	4	1.2	5.8	-2.8	7	-9	-1	-8
COc1ccc(-c2cnn3c4c(c(C)nc23)CCN4C2CCCC2)cc1OC	-5	0	11	-1.3	-1.4	-5.8	28	-4	3	3
CCN(C(=O)CCS(=O)(=O)c1cc2c(cc1Cl)NC(=O)CO2)c1ccccc1	5	1	-6	0.0	-1.5	1.6	-3	-4	6	5
O=S(=O)(/N=C(\[O-])C[n+]1ccccc1)c1ccc(Cl)cc1	11	2	18	·	-1.1	-0.1	-1	·	10	-8
CN(C[C@H](Cc1ccccc1)N(C[C@@H](Cc1cccc2ccccc12)N(CCc1ccccc1)N=O)N=O)N=O	-7	2	3	-1.6	-1.1	-0.3	11	-8	-25	-2
CC(C)[C@H](NC(=O)Nc1ccc2c(c1)OCCO2)C(=O)O	-4	-1	2	-1.0	-1.5	-5.2	-2	1	-4	1
COCCCn1c(C)nnc1SCc1ccc(C(C)(C)C)cc1	-5	-1	27	·	-0.8	-0.9	7	0	7	17
CCCCc1ccc(NC(=O)NCc2cccnc2)cc1	1	0	19	-0.5	0.3	3.1	-1	-4	-11	-7
Cc1ccc(S(=O)(=O)Nc2ccccc2C(O)c2ccccc2)cc1 (stereo not drawn)	5	-2	-13	-0.6	-3.5	-0.7	-4	-23	7	23
CNc1oc(/C=C/c2ccccc2)nc1C#N	1	+	-5	·	-0.3	2.9	38*	-1	-4	-386
O=C(NCC1CCCO1)c1cccc(Oc2ccc([N+](=O)[O-])cc2)c1 (stereo not drawn)	-5	0	16	1.6	3.1	-2.3	15	3	5	5
CCOC(=O)c1c(N/N=C/c2cccnc2)n[nH]c1C	-2	-2	17	16	-0.4	6.7	28	?	3	11
CCC1CCCCN1c1cc(C)nc2cc(-c3cccc(C)c3)nn12 (stereo not drawn)	-6	3	23	0.1	-0.9	1.1	14	-10	6	12
O=C(CCS(=O)(=O)c1ccc(Br)cc1)N1CCN(c2ccccc2Cl)CC1	1	1	30	1.0	0.4	0.0	-11	-12	-3	15
C=C(C)C(=O)OCCCCCCOc1ccc(C(=O)O)cc1	-1	-4	4	0.2	-1.7	0.7	-7	-11	-6	1
COC(=O)C1=C(C(=O)OC)[C@]2([C@@H]3CC=CCN[C@@H](Cc4ccccc4)C(=O)N3Cc3ccccc3)C=C[C@H]1O2	0	1	·	-1.0	-0.1	·	1	4	·	5
Cc1nn2c(nc(N3CCCCC3)c3ccccc32)c1C=O	2	4	7	4.5	-5.6	·	27	3	1	0
Continued:
SMILES	MazEF act	Mtb FBA inh	DUSP3 inh	BioA inh	FadD28 binding	Mtb UGM inh	GDH-TPI inh	BoNT F protease	Rv3671c inh	CCHF vOTU inh
CCOC(=O)CN1C(=O)S/C(=C/c2ccc3c(c2)n(C)c(=O)n3C)C1=O	11	2	5	·	-0.8	-2.5	9	-6	9	2
COc1ccc2cc(C(=O)C3CCCN(C(=O)c4snnc4C)C3)ccc2c1 (stereo not drawn)	5	108*	22	1.8	-5.3	-4.1	5	-5	9	-78
CCOc1c2ccc(C(=O)NCc3ccc(OC)cc3)cc2nn1CCOC	0	60*	1	-3.6	-1.1	-1.4	4	-5	2	-56
OC[C@@H]1[C@@H](c2ccc(Cl)cc2)C(c2ccccc2)=NN1c1ccccc1	2	54*	·	-0.9	-2.8	·	11	-5	·	-37
CC(Sc1nccn1C)C(=O)Nc1ccccc1 (stereo not drawn)	9	-1	4	-3.8	0.3	0.8	-5	8	-2	-8
CCOC(=O)c1c(C)[nH]c(C)c1C(=O)COC(=O)c1ccc(Cl)nc1	6	-3	·	5.6	-4.9	0.2	12	0	4	-4
O=C(Cn1c(=O)c2cccn2c2ccccc21)NCc1cccc(F)c1	-3	1	-12	-0.3	-1.1	1.0	-3	4	-1	2
CCCc1nc(SCC(=O)Nc2nc3c(s2)CCCC3)c2ccccc2n1	-14	-4	41	-5.1	1.6	1.0	1	-3	-3	-7
CSCCC(NC(=O)COc1ccccc1)C(=O)N1CCN(c2ccccc2)CC1 (stereo not drawn)	9	2	·	-2.0	·	4.5	0	-3	1	-12
C#CCOCCOCCOCCNc1nc(N2CCN(C(=O)C([C@@H](C)CC)n3cc(C(N)CC(C)C)nn3)CC2)nc(N2CCN(C(=O)[C@H](CCC(=O)O)n3cc(C(N)Cc4ccc(O)cc4)nn3)CC2)n1 (stereo partly drawn)	12	2	39	-3.6	0.6	-3.2	10	1	0	·
Clc1ccccc1-c1nc(-c2ccc(Br)o2)no1	-5	2	-7	-2.2	-3.5	-5.7	6	-4	1	-2
C[C@]12CC[C@@H](O)CC1=CCC1C2CC[C@@]2(C)C1C[C@@H](F)[C@@H]2O (stereo partly drawn)	3	1	·	-0.8	-0.4	-1.5	6	-13	4	-3
CCN(C(=O)COC(=O)CCc1ccc(OC)cc1)c1c(N)n(Cc2ccccc2)c(=O)[nH]c1=O	-2	-1	·	-0.7	-2.8	·	-2	0	·	5
Cc1nn(-c2ccccc2)c(C)c1NC(=O)COc1ccccc1C#N	0	4	·	0.8	0.9	·	8	-1	·	-13

Screening results as filed in PubChem BioAssay.
